SMN2 splice enh: increases expression of the SMN2 splice variant. HEK293 SMN2-luciferase splicing reporter, luminescence, 30-36 h. Potency, µM (series often up to 46.1 µM), inactives show at the highest dose activity change, positive = activation, most hits filed as activators. 210,000 compounds, 2.8% hits. AID 1458; also: % of control where 0% means no effect; nearly all actives have a fitted effect of over 55% in size
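HEK293 cells carry an SMN2 […]–luciferase reporter in which exon 7 inclusion puts luciferase in frame. Cells were plated 10-12 h before compound addition, then incubated 30-36 h at 37C. ONE-Glo luminescence was read; sodium butyrate at 4.5 mM final served as control.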
RECQ1 inh: blocks DNA unwinding by human RECQ1; RECQ1 DNA unwinding, red fluorescence kinetic read; P46063; Potency, µM (titrated, usually from 57.3 µM), without a hit: top-dose activity, negative = inhibition, actives largely listed as inhibitors; 240,000 compounds, 0.54% hits; AID 2549;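 also: plate controls were vehicle for no effect and no enzyme for full effect; nearly all actives have a fitted effect of over 30% in size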
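50 nM RECQ1T1 preincubated 15 min with compound in Tris pH 8.0 buffer with MgCl2, DTT, Tween-20 and 2.5 ug/ml poly(dI-dC); started with 200 nM TAMRA/BHQ-2 forked duplex and 2 mM ATP. Unwinding read as fluorescence (525/598 nm), two reads 2 h apart.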
Luc counter: counter-screen: inhibitors of Kinase-Glo firefly luciferase | 200,000 compounds, 0.28% hits | Kinase-Glo luciferase, ATP luminescence, 8 min | Q27757 | Potency, µM (highest dose often 38.3 µM), for inactives: top-dose activity change, negative = inhibition, actives largely listed as inhibitors; also: % is scaled to controls: 0 for no effect and ±100 for the full control effect; nearly all actives have a fitted effect of over 60% in size
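Kinase-Glo luciferase light output from ATP and luciferin was measured with 10 uM ATP, within the enzyme's linear range. Buffer: 50 mM imidazole pH 7.2, 50 mM KCl, 7 mM MgCl2, 0.01% Tween 20, 0.05% BSA; luminescence read after 8 min at ambient temperature.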
NPSR antagonist: antagonists of human neuropeptide S receptor cAMP signaling; 220,000 compounds, 1% hits; Potency, µM (doses to about 38.3 µM), without a hit: at the top dose activity change, negative = inhibition, usual class: inhibitors; AID 1461; CHO-NPSR cells, cAMP TR-FRET, antagonist mode; also: % is scaled to controls: 0 for no effect and ±100 for the full control effect; nearly all actives have a fitted effect of over 50% in size; many of its hits are not listed in these tables
Target sequence (Q6W5P4 whole entry, looked up): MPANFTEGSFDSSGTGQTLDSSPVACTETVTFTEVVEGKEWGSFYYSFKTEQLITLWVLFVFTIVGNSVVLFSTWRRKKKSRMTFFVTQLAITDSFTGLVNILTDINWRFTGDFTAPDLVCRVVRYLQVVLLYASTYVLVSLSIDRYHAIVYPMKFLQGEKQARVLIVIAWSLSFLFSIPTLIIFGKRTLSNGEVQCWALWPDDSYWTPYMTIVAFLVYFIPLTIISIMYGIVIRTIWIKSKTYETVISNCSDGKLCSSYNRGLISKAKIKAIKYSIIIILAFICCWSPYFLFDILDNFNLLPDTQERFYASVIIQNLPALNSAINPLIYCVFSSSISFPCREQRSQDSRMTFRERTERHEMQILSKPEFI
Epigenetic reg: epigenetic control regulation, reporter derepression | Potency, µM (highest dose often 53.9 µM), inactives show top-dose GFP activation, most hits filed as activators | murine LDR cells, GFP reporter derepression, 30 h | 280,000 compounds, 0.2% hits | AID 1865; also: % of control where 0% means no effect; nearly all actives have a fitted effect of over 60% in size
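Murine LDR cells carrying a silenced, genomically integrated CMV-driven GFP reporter were exposed to compound for 30 hours at 37 C. After PBS washes, GFP-positive cells (20–120 um objects) were counted by laser-scanning microplate cytometry.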
IMPase Li inh: cell-permeable IMPase inhibitors with lithium potentiation. CHO-M1 cells, IP1 TR-FRET (IP-One), carbachol + lithium. Potency, µM (titrated, usually from 59.4 µM), without a hit: at the highest dose activity, negative = IMPase inhibition, most hits filed as inhibitors. 210,000 compounds, 0.35% hits;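 also: IP1 builds up when IMPase is blocked and the TR-FRET signal falls; plate controls were basal vehicle for no effect and high inhibitor control for full effect; nearly all actives have a fitted effect of over 50% in size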
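CHO cells stably expressing M1 receptor (2000/well, cultured 16–30 h) treated 30 min at 37C with compound plus low lithium. Cytosolic IP1 by TR-FRET (665/620 ratio and 620 channel) after 10 min lysis; AC50 by Hill fit.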
GoLoco inh red: RGS12 GoLoco-Gai1 interaction inhibition | Potency, µM (doses to about 61.6 µM), for inactives: at the highest dose activity, negative = inhibition, actives largely listed as inhibitors | Gai1:RGS12 GoLoco peptide FP, rhodamine, 10 min | P63096 | 230,000 compounds, 0.44% hits; active = well fitted inhibition curve with a large enough effect, not every such curve was filed as active; inactive = no such curve, though single readings can be large or run the other way; also: % is scaled to controls: 0 for no effect and ±100 for the full control effect; nearly all actives have a fitted effect of over 30% in size; many of its hits are not listed in these tables
Target sequence (P63096 whole entry, looked up): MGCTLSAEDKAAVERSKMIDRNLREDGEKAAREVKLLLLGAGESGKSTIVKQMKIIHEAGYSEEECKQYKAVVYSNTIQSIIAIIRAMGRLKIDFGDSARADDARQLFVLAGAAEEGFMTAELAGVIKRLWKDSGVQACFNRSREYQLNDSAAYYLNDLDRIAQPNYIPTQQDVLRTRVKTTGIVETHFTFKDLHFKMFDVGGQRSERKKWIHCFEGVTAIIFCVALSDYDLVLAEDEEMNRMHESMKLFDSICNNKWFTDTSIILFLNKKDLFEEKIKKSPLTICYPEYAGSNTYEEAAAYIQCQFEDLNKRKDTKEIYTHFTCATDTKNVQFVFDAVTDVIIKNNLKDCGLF
KDM4E inh: blocks human JMJD2E demethylase activity | B2RXH2 | JMJD2E catalytic domain, FDH-coupled NADH fluorescence (FDH is formaldehyde dehydrogenase) | Potency, µM (highest dose often 57.1 µM), without a hit: at the highest dose activity change, negative = inhibition, actives largely listed as inhibitors | 230,000 compounds, 1.6% hits | AID 2147; active = well fitted inhibition curve with a large enough effect, not every such curve was filed as active; inconclusive = small, poorly fitted or top-dose-only effect, or another doubt; inactive = no such curve, though single readings can be large or run the other way;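 also: 0% = wells with enzyme and -100% = buffer wells without enzyme; nearly all actives have a fitted effect of over 50% in size; many of its hits are not listed in these tables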
Target sequence (B2RXH2 1-337 limits assumed): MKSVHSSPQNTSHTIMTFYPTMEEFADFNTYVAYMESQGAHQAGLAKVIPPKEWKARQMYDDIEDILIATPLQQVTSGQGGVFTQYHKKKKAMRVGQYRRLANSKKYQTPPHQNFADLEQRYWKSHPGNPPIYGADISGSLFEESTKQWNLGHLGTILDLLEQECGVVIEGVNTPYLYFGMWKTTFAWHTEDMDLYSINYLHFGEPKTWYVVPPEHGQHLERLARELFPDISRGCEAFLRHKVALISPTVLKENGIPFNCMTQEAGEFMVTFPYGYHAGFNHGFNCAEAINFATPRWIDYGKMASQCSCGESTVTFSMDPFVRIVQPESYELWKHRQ
* hit, by the source's call; i = inactive; ? = inconclusive; nt = no result given; & = joins results of further samples; [ ] = dose if it differs, or a comment. Unless noted, calls follow the shape of the dose curve; as a rule, active = well fitted curve in the direction sought with a large enough effect; inconclusive = small, poorly fitted or top-dose-only effect, or another doubt; inactive = no such curve, though single readings can be large; an effect the other way counts as inactive or inconclusive. Potency is read from the fitted curve at half-maximal effect. These rows are one share of the data; count on the stated rates, not on these rows.

No.	molecule	SMN2 splice enh	RECQ1 inh	Luc counter	NPSR antagonist	Epigenetic reg	IMPase Li inh	GoLoco inh red	KDM4E inh
1	COc1cccc(C2SCC(=O)N2c2ccc(Br)cc2)c1OC (stereo unspecified)	-9%	-15%	-1%	-14%	-3.2%	20%	4%	1%
2	Cc1ccccc1C(=O)OCCN(C)Cc1ccccc1	12%	-6%	2%	-9%	-0.3%	14%	8%	-6%
3	Cc1ccc(SCC(=O)Nc2ccc(N3CCOCC3)cc2)cc1	-3%	i	3%	3%	-2.2%	-4%	43%[activator]	-13%
4	CCOc1cc(/C=C2\SC(=S)N(NC(=O)c3cccnc3)C2=O)ccc1O	-2%	18µM*	-6%	-28%	1.6%	19%	340%[activator]	-4%
5	Cc1ccc(NC(=O)C(C)N2C(=O)C3C4CC(C(Br)C4Br)C3C2=O)cc1 (stereo unspecified)	10%	-8%	-8%	4%[46.1 µM]	-1.4%	-3%[38.3 µM]	5%	2%
6	CCC(=O)c1ccc(N2CCN(C(=O)COc3ccccc3F)CC2)c(F)c1	-8%	i	-1%	-15%	2.3%	16%	4%	-10%
7	CC(=O)C1C(c2cccc([N+](=O)[O-])c2)C2C(C)=NN=C2CC1(C)O (stereo unspecified)	-5%	?	0%	22%	0.0%	-2%	3%	5%
8	O=C1Nc2ccccc2C(O)(C(=O)NCc2ccco2)N1c1ccccc1 (stereo unspecified)	nt	-4%	-1%	8%[46.1 µM]	0.0%	13%[38.3 µM]	-5%	2%
9	COc1cc(SC)ccc1C(=O)NCc1ccccc1	-6%	-7%	-1%	-2%	-1.0%	11%	11%	-1%
10	COc1ccc(-c2cc(-c3n[nH]c(=S)n3-c3cccc4ccccc34)[nH]n2)cc1	-41%[inhibitor]	i	0%	-31%	-0.2%	7%	9%	5%
11	CC(C)(C)SCCNC(=O)c1ccc(NS(C)(=O)=O)cc1	?	2%	6%	-8%[46.1 µM]	3.2%	14%[38.3 µM]	3%	2%
12	Cc1ccc(S(=O)(=O)N(C)C)cc1NC(=O)COC(=O)/C=C/c1ccc2c(c1)OCO2	3%	i	-3%	7%	2.0%	3%	-1%	?
13	CCOC(=O)c1oc2ccc(CNC3CCCCC3)c(Cl)c2c1C	-17%	-3%	1%	3%	0.0%	26%	-4%	?
14	COC(=O)c1ccccc1NC(=O)CS(=O)(=O)Cc1nc(-c2ccc(C)cc2)oc1C	-3%	-8%	3%	-14%[46.1 µM]	6.7%	3%[38.3 µM]	-10%	?
15	Cc1ccc(/C=C/C2=NN(Cc3ccccc3)C(=O)CC2)cc1	-24%	-6%	1%	-12%[46.1 µM]	3.8%	44%[activator][38.3 µM]	10%	-8%
16	CN1/C(=C\C=N\NC(=O)c2cccnc2)C(C)(C)c2ccccc21	-1%	-8%	-1%	-29%	?	10%	76%[activator]	11%
17	CC1(C)NC(=O)N(CC(=O)Nc2cc(S(=O)(=O)N3CCOCC3)ccc2N2CCOCC2)C1=O	5%	19%	-1%	3%	-3.5%	-9%	-4%	2%
18	COc1ccc(CCn2c(=O)[nH]c3cc(C(=O)NCCc4ccccc4)ccc3c2=O)cc1OC	3%	-2%	-6%	-5%[46.1 µM]	0.0%	10%[38.3 µM]	3%	-6%
19	CSc1nnc(-c2nnc(SC)n2-c2ccccc2)n1-c1ccccc1	7%	-4%	1%	-1%[46.1 µM]	1.7%	8%[38.3 µM]	5%	-5%
20	NCCCCN=C(N)N	3%&-9%&1%&-2%	-3%&-1%&-9%	-3%&-6%&-2%	-6%[46.1 µM]	-0.2%&1.9%&4.2%&-1.3%&2.4%	-12%&2%&-2%&11%&14%	6%&-2%&3%&1%&13%	3%&-3%&-1%
21	CC(=O)c1cccc(NC(=O)Nc2cnn(Cc3ccc(Cl)cc3Cl)c2)c1	5%	-5%	0%	?	2.5%	36%[activator][38.3 µM]	56%	-2%
22	Cc1ccc(C)c(S(=O)(=O)NCCCn2ccnc2)c1	8%	-8%	-2%	12%	0.0%	1%	7%	-4%
23	c1ccc2c3c([nH]c2c1)[C@@H]1[C@H]2CC[C@H]([C@H]4CCCN[C@H]42)N1CC3	-2%[20.6 µM]	i	1%[17.1 µM]	nt	2.4%[16.9 µM]	8%	0%[21.6 µM]	?
24	CN1CCN(C(=O)c2ccc(Oc3ccc([N+](=O)[O-])cc3)cc2)CC1	-15%	i	-1%	9%	-1.1%	1%	8%	-3%
25	COc1ccccc1N1CCN(C(=O)c2cc(-c3ccc(C)cc3)on2)CC1	-5%	-4%	3%	-14%[46.1 µM]	0.0%	47%[activator][38.3 µM]	1%	-8%
26	Cc1ccc(O)c(NC(=O)CN(C)S(=O)(=O)c2ccc(Cl)cc2)c1	nt	-2%	nt	0%	1.3%	nt	3%	5%
27	O=C(N/N=C/c1ccc(O)c(O)c1O)/C(=C/c1ccc([N+](=O)[O-])cc1)NC(=O)c1ccccc1	1%	4%	-3%	-9%[46.1 µM]	0.0%	10%[38.3 µM]	4%	10µM*
28	O=c1[nH]c(N2CCOCC2)nc2ncn(Cc3ccccc3)c12	18%	i	3%	-2%[46.1 µM]	0.0%	10%[38.3 µM]	8%	1%
29	COc1cccc(CNC(=O)C2CCN(S(=O)(=O)c3c(C)nn(C)c3C)CC2)c1	9%	-13%	0%	-1%[46.1 µM]	2.9%	2%[38.3 µM]	3%	9%
30	CC1CCN(C(=O)COc2ncnc3ccccc23)CC1	20%	-2%	8%	2%	-1.6%	4%	5%	5%

(listing goes on)
No.	molecule	SMN2 splice enh	RECQ1 inh	Luc counter	NPSR antagonist	Epigenetic reg	IMPase Li inh	GoLoco inh red	KDM4E inh
31	Cn1c(=O)cnc2cnc(Nc3ccccc3)nc21	21%	1%	-4%	nt	nt	14%	124%[activator]	nt
32	CC(C)(C)NC(=O)COc1ccc(CNCCc2ccccc2)cc1	-1%	i	0%	13%	1.2%	13%	6%	7%
33	O=C(CC1C(=O)NCCN1Cc1ccccc1C(F)(F)F)NCCc1ccccn1 (stereo unspecified)	nt	1%	-1%	-6%	0.0%	8%	-12%	?
34	Cc1cc(NC(=O)CSc2nnc(C)c(=O)[nH]2)no1	-10%	-6%	17%	-4%[46.1 µM]	0.9%	-3%[38.3 µM]	7%	-2%
35	O=C(CC1CCCC1)OCn1nnc2ccccc2c1=O	-8%	-15%	-7%	-14%[46.1 µM]	3.1%	-8%[38.3 µM]	-1%	4%
36	CCO/C=C1\C(=O)N(c2ccccc2)C(=O)c2ccccc21	11%	-15%	-4%	7%[46.1 µM]	-2.5%	-1%[38.3 µM]	-8%	?
37	O=C1C(=O)N(Cc2ccccc2)C(=O)N1CCOc1ccccc1	nt	-2%	1%	-5%	-0.8%	-3%	3%	-7%
38	COc1cc(NS(=O)(=O)c2ccc(Nc3nc(-c4ccccc4)cs3)cc2)nc(OC)n1	-9%[1.84 µM]	-11%	2%	-25%	1.9%	1%	3%	?
39	C=CCNC(=O)CCc1nnc(C2(c3ccc(Cl)cc3)CCC2)o1	8.9µM*	2%	-5%	0%	-0.7%	20%	53%[activator]	7%
40	CCN(CC)c1ccc(C(=O)N/N=C(\C)c2ccc(O)cc2)cc1	-35%	-1%	3%	-3%	0.0%	6%	2%	-14%
41	CCc1ccc(OCC(=O)N/N=C/c2ccc(OS(=O)(=O)c3ccc(C)cc3)c(OC)c2)cc1	4%	-11%	1%	-19%	0.0%	0%	-7%	4%
42	COc1ccc2nc3oc(C(=O)N4CCN(c5cccc(C(F)(F)F)c5)CC4)cc3cc2c1	-26%	-11%	1%	0%[46.1 µM]	-0.4%	22%[38.3 µM]	0%	?
43	C=CCNc1nc(NCCN2CCOCC2)nc(OC)n1	0%	-3%	-5%	-12%[7.67 µM]	-3.1%	3%[38.3 µM]	10%	1%
44	CCOC(=O)c1ccc2c(c1)n(CC)c(/C=C/Nc1ccccc1)[n+]2CC	-18%	-11%	6%	-1%[46.1 µM]	-1.7%	34%[activator][38.3 µM]	-28%	-7%
45	O=C(c1nc2nc(-c3ccccc3)cc(C(F)(F)F)n2n1)N1CCOCC1	-2%	7%	2%	-5%[46.1 µM]	-0.8%	3%[38.3 µM]	0%	?

Filtered by structure: the entries above with a CF3 group.
No.	molecule	SMN2 splice enh	RECQ1 inh	Luc counter	NPSR antagonist	Epigenetic reg	IMPase Li inh	GoLoco inh red	KDM4E inh
33	O=C(CC1C(=O)NCCN1Cc1ccccc1C(F)(F)F)NCCc1ccccn1 (stereo unspecified)	nt	1%	-1%	-6%	0.0%	8%	-12%	?
42	COc1ccc2nc3oc(C(=O)N4CCN(c5cccc(C(F)(F)F)c5)CC4)cc3cc2c1	-26%	-11%	1%	0%[46.1 µM]	-0.4%	22%[38.3 µM]	0%	?
45	O=C(c1nc2nc(-c3ccccc3)cc(C(F)(F)F)n2n1)N1CCOCC1	-2%	7%	2%	-5%[46.1 µM]	-0.8%	3%[38.3 µM]	0%	?

Some entries already given, limited to Epigenetic reg:
entry	smiles	Epigenetic reg
40	CCN(CC)c1ccc(C(=O)N/N=C(\C)c2ccc(O)cc2)cc1	0.0%
41	CCc1ccc(OCC(=O)N/N=C/c2ccc(OS(=O)(=O)c3ccc(C)cc3)c(OC)c2)cc1	0.0%
42	COc1ccc2nc3oc(C(=O)N4CCN(c5cccc(C(F)(F)F)c5)CC4)cc3cc2c1	-0.4%
43	C=CCNc1nc(NCCN2CCOCC2)nc(OC)n1	-3.1%
44	CCOC(=O)c1ccc2c(c1)n(CC)c(/C=C/Nc1ccccc1)[n+]2CC	-1.7%
45	O=C(c1nc2nc(-c3ccccc3)cc(C(F)(F)F)n2n1)N1CCOCC1	-0.8%

Screens as filed in PubChem.
